SMN2 splice up: enhancers of SMN2 splice variant expression; Potency, µM (highest dose often 46.1 µM), inactives show at the top dose activity change, positive = activation, actives largely listed as activators; hit rate 2.8% among 210,000; AID 1458; HEK293 SMN2-luciferase splicing reporter, luminescence, 30-36 h; also: potency is read from the fitted curve at half-maximal effect; % of control where 0% means no effect; nearly all actives have a fitted effect of over 55% in size
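HEK293 cells carry an SMN2 […]–luciferase reporter in which exon 7 inclusion puts luciferase in frame. Cells were plated 10-12 h before compound addition, then incubated 30-36 h at 37C. ONE-Glo luminescence was read; sodium butyrate at 4.5 mM final served as control.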
KinaseGlo FLuc: counter-screen: inhibitors of Kinase-Glo firefly luciferase; Q27757; Kinase-Glo luciferase, ATP luminescence, 8 min; Potency, µM (series often up to 38.3 µM), for the others: at the highest dose activity change, negative = inhibition, usual class: inhibitors; hit rate 0.28% among 200,000; AID 1379; also: potency is read from the fitted curve at half-maximal effect; % is scaled to controls: 0 for no effect and ±100 for the full control effect; nearly all actives have a fitted effect of over 60% in size
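Recombinant Kinase-Glo luciferase, 10 uM ATP (linear range), luciferin; imidazole pH 7.2 / KCl / MgCl2 / Tween / BSA buffer; 8 min RT; luminescence.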
LMNA splice mod: LMNA splicing modulation; HeLa LMNA splicing GFP/RFP minigene ratio, 48 h; Potency, µM (titrated, usually from 46.1 µM), for inactives: at the top dose ratio change, negative = inhibition, actives largely listed as inhibitors; hit rate 0.01% among 200,000; AID 1487; active = well fitted inhibition curve with a large enough effect in the signal ratio, with a control signal flat, not every such curve was filed as active; inconclusive = small, poorly fitted or top-dose-only effect, or effect the other way, or a change in a side signal; the % refers to the signal ratio; also: potency is read from the fitted curve at half-maximal effect; % is scaled to controls: 0 for no effect and ±100 for the full control effect
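S3 HeLa stable clones carrying a lamin A-EGFP splicing minigene plus DsRed2 were seeded at 600 cells/well in Opti-MEM with 2% FBS, pin-dosed and incubated 48 h at 37°C. Acumen cytometry (488 nm) gave the GFP/RFP total-intensity ratio.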
HTT aggregate: mutant huntingtin aggregation inhibition; PC12 HttQ103-GFP aggregates, Acumen cytometry, 40 h; Potency, µM (series often up to 46.1 µM), for the others: at the top dose activity change, negative = inhibition, usual class: inhibitors; hit rate 1.1% among 220,000; also: potency is read from the fitted curve at half-maximal effect; % is scaled to controls: 0 for no effect and ±100 for the full control effect; nearly all actives have a fitted effect of over 60% in size
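Huntingtin Q103 exon 1–GFP aggregates in induced PC12 cells (100 nM tebufenozide) were quantified by cytometry from lysates, with compounds dosed in titration.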
IMPase Li inh: membrane-permeable IMPase blocker, potentiated with lithium. CHO-M1 cells, IP1 TR-FRET (IP-One), carbachol + lithium. Potency, µM (series often up to 59.4 µM), for the others: at the top dose activity, negative = IMPase inhibition, hits mostly inhibitors. hit rate 0.35% among 210,000. AID 1457;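 also: IP1 builds up when IMPase is blocked and the TR-FRET signal falls; potency is read from the fitted curve at half-maximal effect; plate controls were basal vehicle for no effect and high inhibitor control for full effect; nearly all actives have a fitted effect of over 50% in size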
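CHO cells stably expressing M1 receptor (2000/well, cultured 16–30 h) treated 30 min at 37C with compound plus low lithium. Cytosolic IP1 by TR-FRET (665/620 ratio and 620 channel) after 10 min lysis; AC50 by Hill fit.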
CBFb-RUNX1 inh: blocks binding between human CBF-beta and RUNX1 | Q01196+Q13951 | AlphaScreen CBFb-His/RUNX1-biotin binding, biochemical | Potency, µM (highest dose often 59.8 µM), inactives show at the highest dose activity, negative = inhibition, most hits filed as inhibitors | 230,000 tested, under 10 active | AID 1477; also: % of control where 0% means no effect
Target sequence (Q01196 whole entry, looked up): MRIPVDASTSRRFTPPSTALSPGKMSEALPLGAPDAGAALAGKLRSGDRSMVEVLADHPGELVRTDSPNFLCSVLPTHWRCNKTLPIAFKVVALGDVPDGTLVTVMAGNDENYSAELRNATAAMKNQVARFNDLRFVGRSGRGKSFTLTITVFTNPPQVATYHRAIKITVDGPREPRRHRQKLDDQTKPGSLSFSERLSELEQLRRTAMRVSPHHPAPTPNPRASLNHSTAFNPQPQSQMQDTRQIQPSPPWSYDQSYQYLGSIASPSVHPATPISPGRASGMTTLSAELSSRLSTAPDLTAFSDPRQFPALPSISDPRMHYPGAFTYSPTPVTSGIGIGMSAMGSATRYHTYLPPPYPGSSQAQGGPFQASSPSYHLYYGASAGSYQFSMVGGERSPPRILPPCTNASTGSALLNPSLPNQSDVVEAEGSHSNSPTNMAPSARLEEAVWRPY
Target sequence (Q13951 whole entry, looked up): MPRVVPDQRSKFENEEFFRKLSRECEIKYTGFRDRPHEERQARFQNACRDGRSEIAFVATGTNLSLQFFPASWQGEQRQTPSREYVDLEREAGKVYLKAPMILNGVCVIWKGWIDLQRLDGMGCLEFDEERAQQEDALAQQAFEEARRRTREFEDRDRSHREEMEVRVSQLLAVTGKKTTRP
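His-tagged CBF-beta and biotinylated RUNX1 (30 nM each) were premixed 20 min at room temperature, exposed to compound for 15 min, then given nickel-chelate and streptavidin AlphaScreen beads (50 ng each). After 90 min, AlphaScreen signal was read.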
HTT cytoprotect: protects HTT-Q103 PC12 cells, measured by ATP | Potency, µM (highest dose often 56.4 µM), without a hit: cytoprotection (ATP increase), hits mostly activators | hit rate 0.14% among 230,000 | PC12 HTT-Q103 induced, cytoprotection, ATP luminescence, 40 h;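 also: potency is read from the fitted curve at half-maximal effect; % of control where 0% means no effect; nearly all actives have a fitted effect of over 45% in size; toxic huntingtin expression switched on by the ecdysone agonist tebufenozide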
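ATP quantification (ATPlite) reports survival of PC12 cells in which tebufenozide, 100 nM final, switches on Htt exon 1 with 103 glutamines linked to GFP; compounds are titrated.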
The depositor's hits bear a star; u = inconclusive; x = no result given; & = joins results of further samples; [ ] = another dose, or the depositor's remark. Unless noted, calls follow the shape of the dose curve; as a rule, active = well fitted curve in the direction sought with a large enough effect; inconclusive = small, poorly fitted or top-dose-only effect, or another doubt; inactive = no such curve, though single readings can be large; an effect the other way counts as inactive or inconclusive. No enrichment for hits. About 4% of those tested had a hit in this group.

Each structure is followed by: SMN2 splice up, KinaseGlo FLuc, LMNA splice mod, HTT aggregate, IMPase Li inh, CBFb-RUNX1 inh, HTT cytoprotect
CCn1cc(Cl)c(C(=O)Nc2ccc(OC)c(OC)c2)n1
    -41.6%[inhibitor], -4.7%, x, 6.1%, -5.6%, -11.7%, -45.7%[inhibitor]
O=C(Oc1ccccc1[N+](=O)[O-])c1cccnc1
    3.9%, -2.0%, 4.7%, 29.2%, -4.1%[38.3 µM], 2.0%, 8.7%
CCCn1c(=O)c(F)cn(Cc2ccc(OC)c([N+](=O)[O-])c2)c1=O
    20.9%, -4.1%, 2.3%, -0.1%, 6.7%[38.3 µM], 0.8%, -12.2%
O=C(CC1(O)C(=O)Nc2cc(Cl)cc(Cl)c21)c1ccncc1 (configuration not stated)
    1.9%, 3.7%, -14.7%, 4.8%, 8.8%, 2.2%, -14.3%[10 µM]
O=c1oc(/C=C/c2ccccc2)nc2ccccc12
    x, -2.3%, x, 4.0%[9.22 µM], 9.1%, 1.6%, 9.0%[10 µM]
O=[N+]([O-])c1ccc(NCc2ccc(Cl)cc2)nc1
    x, x, x, 3.0%[9.22 µM], x, -3.5%, -5.2%[10 µM]
Cc1ccc2c(c1)CCCN2C(=O)c1ccc2c(c1)OCO2
    -7.4%, 0.4%, -1.7%, 7.1%, 7.9%[38.3 µM], 4.2%, 23.0%[0.074 µM]
S=C(NCCc1ccccc1)NCCc1ccccc1
    12.6µM*, -5.7%, 4.5%, -0.6%, 0.1%, 1.0%, 29.5%[0.074 µM]
Cc1ccsc1/C=N/NC(=O)CO
    4.7%, -0.9%, 23.0%[46 µM], x, 4.6%, 2.5%, x
O=C(CCC(=O)Nc1ccccc1)NNC(=O)CCc1ccccc1
    -1.1%, -1.3%, -1.2%[9.22 µM], 17.5%, 1.0%, 3.8%, -4.2%
COc1ccc2cc(C(c3nnnn3C3CCCC3)N3CCOCC3)c3nnnn3c2c1 (configuration not stated)
    -1.7%, 2.8%, 4.6%[46 µM], x, 12.5%, 1.9%, x
COc1ccc(NC(=O)c2csc(Cc3ccccc3)n2)cc1
    -15.3%, 15.7%, u, 0.8%, 30.5%[38.3 µM], 7.0%, 12.0%
Cc1cccc(C)c1NC(=O)CS(=O)CC(=O)NCC1OCCc2ccccc21 (configuration not stated)
    3.5%, -0.3%, x, -17.1%, -9.6%, -0.7%, -32.6%
CNS(=O)(=O)c1ccc(NC(=O)c2cnn3c(C(F)F)cc(-c4ccccc4)nc23)cc1
    -20.3%&9.1%, -1.2%, x, -27.7%, 4.4%, 0.8%, -46.8%[inhibitor]
O=S(=O)(O)CCN1CCOCC1
    -11.4%, -0.1%, -2.2%, 26.9%, -5.7%[38.3 µM], 8.5%, 7.5%
CCCCNc1nc(SC)nc2nc[nH]c12
    -22.3%[9.22 µM], -1.8%[7.66 µM], x, x, 10.5%, x, 0.3%[10 µM]
CCOc1ccc(-c2onc(C(F)(F)F)c2-c2cscn2)c(O)c1
    -17.5%, -2.1%, u, -11.5%, 32.9%[38.3 µM], 9.3%, -2.0%
CCOC(=O)C(C)n1cnc2c(oc3ccccc32)c1=O (configuration not stated)
    -11.5%, -1.8%, 11.0%, -10.7%, -19.1%[38.3 µM], 1.7%, -6.9%[0.074 µM]
CN(O)/C=c1/ccc2c(n1)C(=O)C=CC=2
    -2.5%, 0.2%, -23.5%, -29.1%, 7.4%, x, 5.4%[0.074 µM]
Cc1nnc(SCCc2ccccc2)[nH]c1=O
    -2.8%, 1.2%, -1.2%, 1.1%, -1.2%[38.3 µM], -1.4%, -20.4%[10 µM]
CC(=O)Nc1ccc(NC(=O)COC(=O)c2cnccn2)cc1
    8.4%, 0.1%, x, -2.9%, -2.6%, -8.7%, -43.9%
COc1ccc(CCNC(=O)c2nnc(Cc3ccc(Cl)cc3)o2)cc1OC
    -4.0%&-12.2%, 1.0%, -8.8%, 8.4%, 4.6%[38.3 µM], -0.4%, -12.7%
O=c1c2ccccc2nnn1CSc1ccc2ccccc2n1
    -30.7%[inhibitor][1.84 µM], -0.4%, u, -2.7%, 13.5%, -1.3%, -14.4%[10 µM]
CCOC(=O)C(C(=O)Nc1ccccc1C)C1CCCCC1 (configuration not stated)
    -14.1%, 3.3%, 3.9%, 22.2%[9.22 µM], 20.0%[38.3 µM], 2.3%, 9.5%
CN(C)/C=C/C(=O)c1ccncc1
    0.1%, 0.1%, 11.1%[46 µM], u, 4.6%, 2.2%, -0.7%
O=C(C(=O)c1cccnc1)c1cccnc1
    x, x, x, -4.5%[9.22 µM], x, -5.0%, 2.5%[10 µM]
COc1ccc(OC)c(C2C(C(=O)Nc3nc4ccccc4s3)=C(C)NC3=C2C(=O)CCC3)c1 (configuration not stated)
    -22.2%, 0.7%, 8.8%, 8.5%, 0.4%[38.3 µM], u, -49.1%[inhibitor]
O=C(Nc1ccncc1)c1ccc2c(c1)OCCO2
    -25.8%, -9.3%, u, -24.1%, 11.1%[38.3 µM], 9.5%, -27.0%
CC(NC(=O)c1ccco1)C1CCCO1 (configuration not stated)
    3.2%, -5.3%, 7.0%, -3.8%, -20.9%[38.3 µM], -0.5%, -40.7%[inhibitor]
Cn1nc(CC(=O)NC2CCCCCCCCCCC2)c2ccccc2c1=O
    -48.5%[inhibitor], -2.5%, 2.3%, -8.6%, -5.6%[38.3 µM], 4.3%, -21.1%
O=C(CN1CCN(Cc2ccccc2)CC1)Nc1ccc(Cl)cn1
    -17.7%, 1.6%, -2.4%, -2.4%, 25.2%[38.3 µM], 5.7%, 11.3%
Cc1ccc(/C=C(\NC(=O)c2ccccc2)C(=O)NCCc2ccccn2)o1
    -25.8%, -1.9%, 2.2%, 7.9%, 10.8%, -1.1%, 2.0%[0.074 µM]
Fc1ccc(OCc2nc(-c3cccs3)no2)cc1
    u, -1.1%, -12.4%[46 µM], x, 3.6%, u, x
Cc1ccc(S(=O)(=O)N2CCC(=O)N(CCOC(=O)Nc3ccc(C)c(C)c3)CC2)cc1
    -31.2%[inhibitor], -0.1%[39.9 µM], u, 16.5%, -1.1%&-0.3%, 13.0%&-17.7%, x
COC(=O)c1ccc(S(N)(=O)=O)o1
    -5.0%, -2.9%, -13.9%, u, -1.8%, -10.3%, 21.4%[10 µM]
O=C(Oc1ccc2c(=O)c(Oc3ccc4ccccc4c3)coc2c1)c1cncc(Br)c1
    -14.4%, 2.6%, -11.8%, 10.5%, 2.1%, 6.7%, -2.2%[10 µM]
CC(=O)c1cccc(NC(=O)CC2Oc3ccc(C)cc3NC2=O)c1 (configuration not stated)
    -10.3%, -0.2%, -15.0%, -3.9%, 0.4%[38.3 µM], -0.2%, -7.0%
COc1ccc2c(c1)CCC1C2=NN(/C(C)=C\C(C)=O)C1c1ccc(F)cc1 (configuration not stated)
    14.8%, -15.0%, x, -7.0%[9.22 µM], -1.2%, -4.6%, -31.8%
Cc1ccc(NC(=O)/C(C#N)=C(\N)C(Cl)(Cl)Cl)nc1
    x, -6.3%, x, -9.4%, -0.2%, -5.4%, -20.0%
O=C(CSC(=S)N1CCCCC1)c1c(F)cccc1F
    x, x, x, 4.8%[9.22 µM], x, -0.1%, -0.6%[10 µM]
O=C(COc1ccc2ccccc2c1)N1CCN(C(=O)c2cccnc2)CC1
    -11.6%, 0.3%, 3.2%, -6.9%, 1.8%[38.3 µM], 6.3%, -20.8%
COc1cc(C2C3C(=O)N(c4ccc(F)cc4)C(=O)C3ON2c2ccccc2)ccc1O (configuration not stated)
    6.5%, -2.3%, 8.0%, 5.7%, -17.3%[38.3 µM], 5.0%, 7.4%
O=C(Nc1nnc(SCc2cccc(F)c2)s1)c1ccco1
    10.0%, 4.2%, u, 18.3%, -1.5%, 5.1%, -15.3%
Cc1ccc(Nc2cc(C)nc3c(C)ccc([N+](=O)[O-])c23)cc1
    -4.4%[1.84 µM], -0.8%, u, u, 0.6%, x, -20.1%[10 µM]
Cc1ccc(-c2n[nH]c(=S)n2/N=C/c2c(C)nn(-c3ccccc3)c2C)cc1
    -5.7%, 4.6%, -14.6%, 21.3%, 14.6%, 6.5%, -14.2%[10 µM]

Given as labelled records: entries from further up
> CC(=O)c1cccc(NC(=O)CC2Oc3ccc(C)cc3NC2=O)c1 (configuration not stated)
  SMN2 splice up: -10.3%
  KinaseGlo FLuc: -0.2%
  LMNA splice mod: -15.0%
  HTT aggregate: -3.9%
  IMPase Li inh: 0.4%[38.3 µM]
  CBFb-RUNX1 inh: -0.2%
  HTT cytoprotect: -7.0%
> COc1ccc2c(c1)CCC1C2=NN(/C(C)=C\C(C)=O)C1c1ccc(F)cc1 (configuration not stated)
  SMN2 splice up: 14.8%
  KinaseGlo FLuc: -15.0%
  LMNA splice mod: x
  HTT aggregate: -7.0%[9.22 µM]
  IMPase Li inh: -1.2%
  CBFb-RUNX1 inh: -4.6%
  HTT cytoprotect: -31.8%
> Cc1ccc(NC(=O)/C(C#N)=C(\N)C(Cl)(Cl)Cl)nc1
  SMN2 splice up: x
  KinaseGlo FLuc: -6.3%
  LMNA splice mod: x
  HTT aggregate: -9.4%
  IMPase Li inh: -0.2%
  CBFb-RUNX1 inh: -5.4%
  HTT cytoprotect: -20.0%
> O=C(CSC(=S)N1CCCCC1)c1c(F)cccc1F
  SMN2 splice up: x
  KinaseGlo FLuc: x
  LMNA splice mod: x
  HTT aggregate: 4.8%[9.22 µM]
  IMPase Li inh: x
  CBFb-RUNX1 inh: -0.1%
  HTT cytoprotect: -0.6%[10 µM]

(next part)
Each structure is followed by: SMN2 splice up, KinaseGlo FLuc, LMNA splice mod, HTT aggregate, IMPase Li inh, CBFb-RUNX1 inh, HTT cytoprotect
O=C(Nc1cccc(-c2nnc(-c3ccccc3)o2)c1)C1CCCO1 (configuration not stated)
    29.6%, -4.4%, 14.4%, -8.5%, 34.6%[activator][38.3 µM], 8.1%, 19.7%
NC1=NC[C@@H](Cc2ccc(O)cc2)N1CCc1cc(C(F)(F)F)cc(C(F)(F)F)c1
    x, x, x, 43.7%[9.22 µM], x, 20.8%, -6.0%[10 µM]
Cc1cc(=O)n(CCC(=O)O)c2ccccc12
    -5.2%, -3.4%, 9.1%, -7.0%, 4.3%[38.3 µM], 2.9%, 11.2%
Cc1cc(C)c2cc(CN(Cc3cccnc3)C(=O)c3ccc(F)cc3)c(Cl)nc2c1
    11.6%, -1.3%, 3.1%[0.0737 µM], 2.8%, 13.1%[38.3 µM], -9.1%, -24.1%

Compound activity: PubChem BioAssay, National Center for Advancing Translational Sciences (NCATS)
